# Tau ThT inhib: blocks human tau fibril formation measured by thioflavin T; hit rate 2.1% among 270,000; AID 1460; Potency, µM (series often up to 57.4 µM), for the others: at the top dose activity, negative = inhibition, most hits filed as inhibitors; recombinant tau K18 P301L, heparin-induced fibrillization, ThT fluorescence; note: nearly all actives have a fitted effect of over 55% in size
# Target sequence (P10636 561-689 P618L limits assumed): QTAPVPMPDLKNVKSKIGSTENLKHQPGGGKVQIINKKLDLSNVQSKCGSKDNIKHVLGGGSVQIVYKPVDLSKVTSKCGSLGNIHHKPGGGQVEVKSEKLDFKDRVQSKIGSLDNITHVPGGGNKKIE
#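 Aggregation was driven by heparin (20 uM final) acting on recombinant tau […] bearing P301L in 100 mM sodium acetate pH 7; fibrils were detected with Thioflavin T.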
# TR SRC2 fluor cs: counter-screen for TRb-SRC2 inhibitors: fluorescence interference | TRb/SRC2 Texas Red total fluorescence interference | Potency, µM (top dose mostly 106 µM), without a hit: at the top dose fluorescence change, negative = quenching | hit rate 0.29% among 280,000; active = well fitted curve in either direction with a large enough effect; inconclusive = small, poorly fitted or top-dose-only effect
#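 Flags fluorescent or light-absorbing compounds by total fluorescence, S + 2P, at 555 nm excitation and 632 nm emission. Mixture: 20 nM Texas Red SRC2 peptide, 0.6 uM human TRb LBD, 1 uM T3, 5% DMSO; compound exposure 5 h at ambient temperature.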
# L3MBTL1 block: L3MBTL1 (human) inhibition; Q9Y468; hit rate 0.66% among 230,000; Potency, µM (top dose mostly 57.1 µM), without a hit: at the top dose activity, negative = inhibition, actives largely listed as inhibitors; AlphaScreen L3MBTL1–H3K9me1 peptide binding; note: nearly all actives have a fitted effect of over 60% in size
#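 AlphaScreen assay: L3MBTL1 (50 nM final) was preincubated 30 min at room temperature with biotinylated H3(1-15)K9me1 peptide (75 nM final), then 30 min with library compounds; streptavidin donor and nickel chelate acceptor beads (10 ug/mL final) added, 30 min dark.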
# ALDH1A1 inh: inhibitors of human aldehyde dehydrogenase 1A1. Purified ALDH1A1, NADH fluorescence, propionaldehyde substrate. AID 1030. P00352. hit rate 7.3% among 220,000. Potency, µM (top dose mostly 75.3 µM), for inactives: at the top dose activity, negative = inhibition, actives largely listed as inhibitors; active = well fitted inhibition curve with a large enough effect, not every such curve was filed as active; inconclusive = small, poorly fitted or top-dose-only effect, or another doubt; inactive = no such curve, though single readings can be large or run the other way;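 note: plate controls were no enzyme wells and a reference inhibitor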
# Target sequence (P00352 whole entry, looked up): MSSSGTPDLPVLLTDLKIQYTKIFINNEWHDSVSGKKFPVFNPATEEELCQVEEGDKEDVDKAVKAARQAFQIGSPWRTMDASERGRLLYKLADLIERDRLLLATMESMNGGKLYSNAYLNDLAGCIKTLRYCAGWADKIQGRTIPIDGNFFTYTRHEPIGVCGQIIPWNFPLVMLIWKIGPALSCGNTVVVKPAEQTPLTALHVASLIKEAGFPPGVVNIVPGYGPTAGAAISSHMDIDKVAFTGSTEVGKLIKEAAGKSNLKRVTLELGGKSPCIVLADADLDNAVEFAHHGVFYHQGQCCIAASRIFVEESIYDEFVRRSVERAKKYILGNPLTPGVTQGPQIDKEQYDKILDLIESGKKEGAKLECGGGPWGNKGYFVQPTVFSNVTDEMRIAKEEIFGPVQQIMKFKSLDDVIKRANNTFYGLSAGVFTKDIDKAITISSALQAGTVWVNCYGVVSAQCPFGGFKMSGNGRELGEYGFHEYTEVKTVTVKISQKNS
# GLA spleen mod: alpha-galactosidase A (human) modulation. P06280. human spleen homogenate, 4MU-alpha-Gal fluorescence, 40 min. Potency, µM (doses to about 80 µM), for inactives: at the top dose activity change, negative = inhibition, usual class: inhibitors. hit rate 0.008% among 240,000. AID 2107;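 note: 0% = enzyme with vehicle and -100% = no enzyme basal signal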
# Target sequence (P06280 32-429 limits assumed): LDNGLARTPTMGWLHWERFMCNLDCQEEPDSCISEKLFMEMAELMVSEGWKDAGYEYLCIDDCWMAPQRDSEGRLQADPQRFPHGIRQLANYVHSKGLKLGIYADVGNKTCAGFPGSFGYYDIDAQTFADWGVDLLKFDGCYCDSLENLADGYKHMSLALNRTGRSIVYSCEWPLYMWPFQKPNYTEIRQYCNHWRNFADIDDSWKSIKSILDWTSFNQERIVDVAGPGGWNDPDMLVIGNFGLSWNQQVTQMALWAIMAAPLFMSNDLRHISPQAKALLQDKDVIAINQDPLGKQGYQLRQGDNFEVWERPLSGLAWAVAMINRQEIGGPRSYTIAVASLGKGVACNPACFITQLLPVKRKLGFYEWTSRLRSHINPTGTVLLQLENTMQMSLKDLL
#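 Fluorogenic readout (Ex 365/Em 440 nm) of 4-methylumbelliferone released from 1 mM 4-MU-alpha-galactoside by spleen homogenate, 40 min at 37C, pH 5.0. Data normalized to no-enzyme and enzyme controls; Hill-equation AC50 from compound titrations.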
# TRb-SRC2 inh: TRbeta-SRC2 interaction inhibition; P10828; TRbeta-SRC2 peptide binding, fluorescence polarization; receptor liganded with 1 µM T3; Potency, µM (titrated, usually from 106 µM), for inactives: at the highest dose activity change, negative = inhibition, most hits filed as inhibitors; hit rate 0.065% among 280,000; AID 1469;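 note: plate controls were bound peptide for no effect and peptide without receptor for full effect; nearly all actives have a fitted effect of over 50% in size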
#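 Fluorescence polarization of 20 nM Texas Red SRC2 peptide with 0.6 uM human TRb ligand-binding domain, in Tris buffer with 1uM T3 and 5% DMSO. Incubated 5 hr ambient; normalized to unbound and bound controls.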
# Tau fluor counter: counter-screen for tau fibril formation inhibitors. tau K18 P301L Alexa594 fluorescence, heparin fibrillization. Potency, µM (titrated, usually from 57.7 µM), for the others: top-dose activity change, negative = decrease. hit rate 0.93% among 280,000. AID 1463; note: nearly all actives have a fitted effect of over 55% in size
#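 Human tau K18 P301L (15 uM unlabeled, 0.24 uM Alexa 594-labeled) in 100 mM sodium acetate pH 7 with 20 uM heparin, 6 hr at 37 C. ThT 30 uM added, 1 hr ambient; Alexa 594 FP and total fluorescence read at 555/632 nm.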
# Tau FP inhib: blocks human tau fibril formation measured by polarization. P10636. K18 P301L tau heparin fibrillization, Alexa594 FP, 6 h. Potency, µM (series often up to 57.7 µM), for inactives: top-dose activity, negative = inhibition, most hits filed as inhibitors. hit rate 0.39% among 280,000. AID 1468; note: nearly all actives have a fitted effect of over 55% in size
#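 Steps: dispense K18 P301L tau (15 uM plus 0.24 uM Alexa 594 tracer, final) in pH 7 sodium acetate; add compound; add heparin (20 uM final); incubate 6 hr, 37 C; add ThT (30 uM final); after 1 hr ambient, read FP.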
# * hit, by the source's call; ? = inconclusive; . = not tested or not shown; & = joins results of further samples; [ ] = dose if it differs, or a comment. Unless noted, calls come from the whole dose curve; as a rule, active = well fitted curve in the direction sought with a large enough effect; inconclusive = small, poorly fitted or top-dose-only effect, or another doubt; inactive = no such curve, though single readings can be large; an effect the other way counts as inactive or inconclusive. Unless noted, % is set by controls: 0 for no effect and ±100 for the full control effect; potency is the fitted concentration of half-maximal effect. This is a random part of the collection; any-hit rate near 8.5%.
# Values run as follows: GLA spleen mod	L3MBTL1 block	Tau fluor counter	Tau FP inhib	ALDH1A1 inh	TR SRC2 fluor cs	TRb-SRC2 inh	Tau ThT inhib
O=C(CSc1nc2ccccc2s1)NNC(=S)Nc1ccc(Cl)cc1
→ 7%	12%	?	-8%	?	1%	11%	?
CCOC(=O)CSC1=Nc2ccccc2C2=NC(CCC(=O)NCc3ccc(OC)cc3)C(=O)N12 (stereo not given)
→ .	.	4%	0%	.	0%	-2%	2%
CCc1nnc(SCC(=O)Nc2cc(OC)ccc2OC)nc1CC
→ .	.	-26%	-13%	.	0%	-1%	-13%
COc1ccc(C(=O)C[n+]2ccc3ccccc3c2C)cc1
→ 4%	9%	-14%	9%	.	0%	2%	?
COc1ccc(-c2nn(-c3ccccc3)cc2/C=C(/C#N)C(N)=O)cc1[N+](=O)[O-]
→ 2%	12%	-22%	?	?	-3%	-4%	-4%
Cc1ccc(NC(=O)CN2C(=O)CCc3cc(S(=O)(=O)N4CCOCC4)ccc32)cc1N(C)C
→ .	.	-19%	16%	.	-2%	4%	-14%
COc1cc(OC)c(NC(=O)CSCc2nc(-c3ccc(OC)c(OC)c3)no2)cc1Cl
→ .	.	-22%	4%	.	5%	0%	-13%
Cc1cccc2sc(N(Cc3cccnc3)C(=O)C3CCCCC3)nc12
→ .	.	-20%	2%	.	0%	-8%	?
O=C(CN1CCSC1=NCc1ccccc1)c1ccccc1
→ -1%	6%	-7%	-6%	?	1%	4%	4%
O=C(Cc1ccccc1)N1CCN(C(=O)c2ccco2)CC1
→ 0%	21%[11.4 µM]	0%	-4%	20µM*	-3%	0%	-2%
CC[C@H](C)C(=O)O[C@H]1CCC=C2C=C[C@H](C)[C@H](CC[C@@H]3C[C@@H](O)CC(=O)O3)[C@H]21
→ -15%&10%	18%	-14%&1%	-12%&7%	?	-2%&-7%	-1%&-5%	-15%&-5%
CCN(CC)[C@@H](C)CN1c2ccccc2Sc2ccccc21
→ -3%[29.1 µM]	.	.	.	?	-2%[53 µM]	12%[53 µM]	.
CC1(C)CC(=O)C(=CN2CCOCC2)C(=O)C1
→ 2%	?	-24%	?	10µM*	-3%	-13%	16µM*
NC(=O)c1cnn(-c2cc(Oc3ccccc3)ncn2)c1N
→ 3%	-1%	-12%	0%	0%	-1%	-6%	-21%
CCN(CC)c1ccc2cc(C(N)=O)c(=N)oc2c1
→ -6%	15%	-12%	-1%	-7%	4%	2%	?

# (listing goes on)
# Values run as follows: GLA spleen mod	L3MBTL1 block	Tau fluor counter	Tau FP inhib	ALDH1A1 inh	TR SRC2 fluor cs	TRb-SRC2 inh	Tau ThT inhib
C#CCOC(=O)Nc1cc(C)n(-c2ccccc2)n1
→ -7%	4%	3%	-1%	-3%	-1%	-1%	7%
COc1ccc(CN(CCC(c2ccco2)C(C)C)C(C)=O)cc1OC (stereo not given)
→ -1%	-8%	-16%	-2%	-9%	0%	2%	?
COc1ccc(-c2nc(SC)n(S(=O)(=O)c3ccccc3)n2)cc1
→ 7%	7%	?	?	-2%	0%	6%	?
COC(=O)CCn1nc(-c2ccc(Cl)cc2)c2ccccc2c1=O
→ -9%	2%	-15%	-5%	-2%	-1%[53 µM]	10%[53 µM]	-11%
COC(=O)c1ccc(Cl)cc1NC(=O)NCc1c(-n2cccc2)sc2c1CCCC2
→ .	.	-3%	1%	.	-1%	-6%	-7%
Nc1nc2c(F)c(F)c(F)cc2s1
→ -6%	3%	0%	1%	?	0%	-7%	-3%
O=C(c1ccccc1)c1ccc(N2CCNCC2)cc1
→ -10%	.	-9%	-7%	28µM*	-2%	1%	-11%
COc1ccccc1CNS(=O)(=O)c1ccc2c(c1)CC(C)N2C(=O)C1CCC1 (stereo not given)
→ .	.	0%	10%	.	22µM*[quencher]	-10%	-5%
CCCCCCC1CC(=O)NC(=S)N1 (stereo not given)
→ 9%	?	2%	-3%	4µM*	-2%	-6%	7%
COCCN(C(=O)Cc1cccs1)c1nnc(-c2ccncc2)s1
→ -1%	.	-12%	-9%	13µM*	1%	-1%	-16%
Cc1ccc(NC(=O)c2cccc3c2C(=O)N(C2CCCCC2)C3)c(C)c1
→ .	.	-23%	-11%	.	-2%	-5%	3%
Cc1nn(-c2ccccc2)c(OC(=O)c2ccccc2Cl)c1S(=O)(=O)c1ccccc1
→ .	.	-13%	-4%	.	-1%	-3%	-15%
CCOC(=O)C(C(C)=O)C(c1ccc(OCCC(C)C)cc1)C(C(C)=O)C(=O)OCC (stereo not given)
→ 2%	-15%	6%	9%	0%	-4%	-8%	11%
O=C(CNCC1CCCO1)N1CCCCCC1 (stereo not given)
→ 3%	0%	3%	7%	?	-1%	-3%	0%
Oc1oc(-c2ccccc2)nc1C=NCc1ccccc1
→ 0%	.	?	0%	-13%	-4%	8%	-13%

# New compounds follow:
# Values run as follows: GLA spleen mod	L3MBTL1 block	Tau fluor counter	Tau FP inhib	ALDH1A1 inh	TR SRC2 fluor cs	TRb-SRC2 inh	Tau ThT inhib
O=c1c2oc3ccccc3c2n(Cc2cccc(F)c2)c(=O)n1Cc1ccco1
→ .	.	-16%	-7%	.	0%	-4%	1%
CCc1nc(N2CCC3(CC2)OCCO3)c2nnn(Cc3ccccc3)c2n1
→ -5%	11%	-15%	5%	?	-2%	5%	-6%
Cc1ccnc(SCC(=O)N2CCc3ccccc3C2)n1
→ 2%	-6%	-39%	-10%[2.34 µM]	18µM*	1%	7%	-4%
COc1ccc(C(=O)OCC(=O)c2ccc(C)c(S(=O)(=O)N3CCOCC3)c2)cc1OC
→ 10%	3%	-7%	5%	.	-1%	0%	-4%
CCOc1cccc(/C=N/NC(=O)c2cc(-c3cccn3C)n[nH]2)c1O
→ -3%	-15%	?	11%	7%	-4%[53 µM]	-4%[53 µM]	?
Cc1cc(Cl)ccc1OCCCC(=O)Nc1cccnc1
→ -2%	1%	-19%	2%	0%	1%	-13%	-18%
Cc1ccc2cccnc2c1N
→ -12%	-21%	-7%	0%	4%	-3%	0%	-14%
Brc1cc(Oc2cc(Br)c(Br)c(Br)c2Br)c(Br)c(Br)c1Br
→ -9%	.	.	.	3%	1%[201 µM]	-4%[201 µM]	.
Cn1nnnc1SCCCNCc1cccc(OCc2ccccc2F)c1
→ .	.	-4%	3%	.	?	-3%	-2%
CCOC(C)=O
→ -7%	.	.	.	?	1%	-1%	.
Nc1nnc(C2CCCC2)s1
→ 0%	2%	8%	6%	-10%	1%	-10%	2%
COc1cc2c(cc1OC)-c1n[nH]c(=S)n1C(C)(C)C2
→ 2%	.	5%	-3%	?	0%	4%	1%
COc1ccc(/C=C(/NC(=O)c2ccccc2)C(=O)NC2CCS(=O)(=O)C2)cc1 (stereo not given)
→ 2%	1%	7%	8%	?	-2%	-7%	4%
CCCN(CCC)C(=O)Cn1c2ccccc2c2nc(=O)cc(C)n21
→ 0%	.	-6%	8%	-8%	-1%	-5%	-12%
Cc1nnc(-c2cnn(-c3ccccc3)c2N)n1Cc1ccccc1
→ -18%	1%	1%	-2%	0%	-1%	4%	-6%

# Entries shown so far containing a thiophene ring, fused or not, in the order listed:
# Values run as follows: GLA spleen mod	L3MBTL1 block	Tau fluor counter	Tau FP inhib	ALDH1A1 inh	TR SRC2 fluor cs	TRb-SRC2 inh	Tau ThT inhib
COC(=O)c1ccc(Cl)cc1NC(=O)NCc1c(-n2cccc2)sc2c1CCCC2
→ .	.	-3%	1%	.	-1%	-6%	-7%
COCCN(C(=O)Cc1cccs1)c1nnc(-c2ccncc2)s1
→ -1%	.	-12%	-9%	13µM*	1%	-1%	-16%

# The list goes on:
# Values run as follows: GLA spleen mod	L3MBTL1 block	Tau fluor counter	Tau FP inhib	ALDH1A1 inh	TR SRC2 fluor cs	TRb-SRC2 inh	Tau ThT inhib
COc1ccc(S(=O)(=O)N2Cc3ccccc3CC2C(=O)Nc2ccc(C)cc2)cc1OC (stereo not given)
→ .	.	-23%	-3%	.	1%	-3%	4%
O=C1C2C3C=CC(C4CC34)C2C(=O)N1/N=C/c1ccc([N+](=O)[O-])o1 (stereo not given)
→ -1%	.	-15%	1%	3.2µM*	-1%	-2%	-19%
Brc1ccc(CSc2ccc(-c3ccco3)nn2)cc1
→ -1%	.	-8%	0%	?	0%	4%	-17%
O=C(Nc1ccc(-c2noc(CCc3ccccc3)n2)cc1)c1ccco1
→ 8%	-4%	?	?	?	-2%	-4%	-11%
CC(C)(C)c1ccc(C2NC(=O)c3n[nH]c(-c4cccs4)c32)cc1 (stereo not given)
→ .	.	-25%	-8%	.	0%	-8%	-11%
CC(=O)N1CCc2cc(Br)cc(S(=O)(=O)NCC3CCCO3)c21 (stereo not given)
→ -19%	5%	-4%	3%	-11%	0%	-4%	-10%
CC(=O)N1N=C(N)SC1(C)C
→ -4%	.	0%	-11%	?	-1%	-9%	1%
CCN(CC)S(=O)(=O)c1cc(NS(=O)(=O)c2ccccc2)ccc1C
→ -5%	2%	-12%	2%	?	0%	-7%	2%
CCC#CCOCC(=O)Nc1ccccc1
→ 24%	.	-2%	-3%	?	-6%	-8%	6%

# For reference, some entries already given.
# Values run as follows: GLA spleen mod	L3MBTL1 block	Tau fluor counter	Tau FP inhib	ALDH1A1 inh	TR SRC2 fluor cs	TRb-SRC2 inh	Tau ThT inhib
COc1ccc(S(=O)(=O)N2Cc3ccccc3CC2C(=O)Nc2ccc(C)cc2)cc1OC (stereo not given)
→ .	.	-23%	-3%	.	1%	-3%	4%
O=C1C2C3C=CC(C4CC34)C2C(=O)N1/N=C/c1ccc([N+](=O)[O-])o1 (stereo not given)
→ -1%	.	-15%	1%	3.2µM*	-1%	-2%	-19%
Brc1ccc(CSc2ccc(-c3ccco3)nn2)cc1
→ -1%	.	-8%	0%	?	0%	4%	-17%
O=C(Nc1ccc(-c2noc(CCc3ccccc3)n2)cc1)c1ccco1
→ 8%	-4%	?	?	?	-2%	-4%	-11%
CC(C)(C)c1ccc(C2NC(=O)c3n[nH]c(-c4cccs4)c32)cc1 (stereo not given)
→ .	.	-25%	-8%	.	0%	-8%	-11%

# Assay outcomes from PubChem BioAssay.
